Source: PubChem (National Center for Advancing Translational Sciences (NCATS))
FUS suppressor = qHTS for Suppressors of FUS Proteinopathy: Primary screen using FUS-linked yeast assay. S. cerevisiae FUS-expressing, growth rescue, OD600, 24 h. Potency, µM (series often up to 76.6 µM), for inactives: at the top dose growth rescue (activation), hits mostly activators. actives 0.24% (n = 390,000);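 note: potency is the fitted concentration of half-maximal effect; plate controls were DMSO vehicle for no effect and reference control for full effect; nearly all actives have a fitted effect of over 55% in size; some results filed as inactive show a strong effect at the top dose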
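Yeast FUS proteinopathy model; galactose-induced FUS (2%), starting OD 0.005. Cpds in dilution series, 24hr, 30C, 99% humidity. Abs 600 nm growth. Pos ctrl CP55940 (top 92uM final); neg ctrl DMSO.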
Abeta yeast res = qHTS for compounds that reverse cellular toxicity of Amyloid beta (A-beta) peptide in yeast: Primary Screen; yeast expressing A-beta42, growth rescue, OD600, 48 h; response scale: 0% DMSO, 100% iron-clioquinol control; Potency, µM (top dose mostly 46.1 µM), for inactives: top-dose growth rescue, usual class: activators; actives 0.063% (n = 410,000); AID 1347071, 2019; note: potency is the fitted concentration of half-maximal effect; nearly all actives have a fitted effect of over 55% in size
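Yeast growth medium received pinned compounds, then yeast cells expressing toxic A-beta were added; plates incubated at 30 C for 48 hr. Growth read as absorbance at 600 nm, normalized to DMSO and equimolar FeCl3 plus clioquinol controls.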
PLK1 PBD block = qHTS for Inhibitors of PLK1-PDB (polo-like kinase 1 - polo-box domain): Primary Screen; Serine/threonine-protein kinase PLK1 (Homo sapiens), P53350; Plk1 PBD binding of FITC phosphopeptide, fluorescence polarization; Potency, µM, without a hit: max response, negative = inhibition, most hits filed as inhibitors; actives 2.8% (n = 360,000); AID 720504, 2013; note: potency is the fitted concentration of half-maximal effect; series mostly up to about 57 µM; % is set by controls: 0 for no effect and ±100 for the full control effect; nearly all actives have a fitted effect of over 65% in size
Target sequence (P53350 whole entry, looked up, the tested form may be a part): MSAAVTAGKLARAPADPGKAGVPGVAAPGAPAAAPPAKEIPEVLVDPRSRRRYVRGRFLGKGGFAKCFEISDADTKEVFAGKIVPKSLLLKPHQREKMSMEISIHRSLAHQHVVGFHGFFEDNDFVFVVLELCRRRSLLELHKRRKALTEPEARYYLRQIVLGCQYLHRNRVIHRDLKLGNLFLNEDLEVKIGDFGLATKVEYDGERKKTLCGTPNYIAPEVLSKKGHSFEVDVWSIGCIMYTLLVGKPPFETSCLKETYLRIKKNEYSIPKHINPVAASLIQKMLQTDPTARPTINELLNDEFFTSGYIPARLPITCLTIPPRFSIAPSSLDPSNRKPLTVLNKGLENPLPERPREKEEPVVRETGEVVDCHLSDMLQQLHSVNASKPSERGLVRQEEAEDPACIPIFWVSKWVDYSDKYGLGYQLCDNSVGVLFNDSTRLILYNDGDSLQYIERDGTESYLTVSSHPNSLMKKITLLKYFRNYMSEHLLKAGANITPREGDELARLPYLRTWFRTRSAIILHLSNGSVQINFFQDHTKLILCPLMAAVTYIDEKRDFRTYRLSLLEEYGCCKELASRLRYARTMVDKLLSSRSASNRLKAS
IL2 activator = qHTS of IL-2 Activators. IL-2 activation reporter assay, cell-based qHTS; stimulated with anti-CD3/CD4/CD28 beads; in transgenic mouse T cells. activation, % (series mostly up to about 46 µM). actives 0.065% (n = 360,000). AID 652025, 2013; in the data active = activation above about 50%; inconclusive = mostly about 30% to 49%; note: 0% is about no effect
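Using fluorescent plate cytometry, EGFP and DsRed are detected in transgenic mouse T cells stimulated 18 h at 37 degrees C with antibody-coated beads after 60 min compound pretreatment.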
WRN inhibitor = qHTS for Inhibitors of WRN Helicase | Bifunctional 3'-5' exonuclease/ATP-dependent helicase WRN (Homo sapiens), Q14191 | WRN helicase unwinding, fluorescent forked duplex, kinetic | Potency, µM (series often up to 114 µM), for the others: top-dose activity change, negative = inhibition, usual class: inhibitors | actives 0.46% (n = 360,000); note: potency is the fitted concentration of half-maximal effect; % is set by controls: 0 for no effect and ±100 for the full control effect; nearly all actives have a fitted effect of over 55% in size
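Kinetic fluorescence helicase assay: unwinding of a quenched forked DNA duplex (100 nM final) with 2 mM ATP final raises red fluorescence (525/598 nm). Compounds sat 15 min at room temperature with 20 nM WRN beforehand.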
EPAC1 agonist = qHTS for Agonist of cAMP-regulated guanine nucleotide exchange factor 3 (EPAC1): primary screen; actives 0.073% (n = 360,000); EPAC1 agonist qHTS, biochemical assay; response scale: 100% = response to 6.5 mM cAMP; Potency, µM (highest dose often 154 µM), inactives show at the highest dose activation, most hits filed as activators; Rap guanine nucleotide exchange factor 3 (Homo sapiens), O95398; note: potency is the fitted concentration of half-maximal effect; nearly all actives have a fitted effect of over 60% in size
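EPAC1 100 nM, Rap1B–BODIPY-GDP 250 nM, unlabeled GDP 50 uM; compound titration; 5 min RT; kinetic read ex480/em540 at 5-min intervals ×30 min; data normalized to 6.5 mM cAMP agonist control.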
PI5P4Ka inh = qHTS for Inhibitors of phosphatidylinositol 5-phosphate 4-kinase (PI5P4K). Phosphatidylinositol 5-phosphate 4-kinase type-2 alpha (Homo sapiens), P48426. PI5P4Kalpha enzyme, ADP-Glo luminescence, 60 min; hits give low values. max response, %. actives 1.2% (n = 330,000); active = max response of -50% or lower; inconclusive = between -30% and -50%; inactive = -30% or higher; note: value at the top dose of about 77 µM; % is set by controls: 0 for no effect and ±100 for the full control effect
Target sequence (P48426 whole entry, looked up): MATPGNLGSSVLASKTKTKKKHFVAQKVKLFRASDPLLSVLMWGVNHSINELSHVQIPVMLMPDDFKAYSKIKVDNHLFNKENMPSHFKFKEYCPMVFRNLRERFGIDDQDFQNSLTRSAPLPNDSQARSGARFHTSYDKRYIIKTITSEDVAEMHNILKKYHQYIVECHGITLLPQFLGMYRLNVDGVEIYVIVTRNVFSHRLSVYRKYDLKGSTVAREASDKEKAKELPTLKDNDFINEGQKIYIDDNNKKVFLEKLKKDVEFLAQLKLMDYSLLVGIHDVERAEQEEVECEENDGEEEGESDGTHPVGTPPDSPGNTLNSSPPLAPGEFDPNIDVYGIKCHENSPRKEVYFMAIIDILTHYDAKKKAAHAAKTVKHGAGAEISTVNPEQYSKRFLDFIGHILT
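Reactions run in 0.038 M HEPES pH 7.4, 0.28 mM EGTA, 0.1% CHAPS and 5% DMSO, with PI5P4Kalpha, substrate, compound and 5 microM ATP final, one hour at room temperature. Readout is ADP-Glo luminescence.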
EPAC1 antag = qHTS for Antagonist of cAMP-regulated guanine nucleotide exchange factor 3 (EPAC1): primary screen; Rap guanine nucleotide exchange factor 3 (Homo sapiens), O95398; EPAC1 GEF assay, Rap1b-BODIPY-GDP exchange fluorescence; Potency, µM (titrated, usually from 115 µM), for inactives: at the highest dose activity change, negative = inhibition, usual class: inhibitors; actives 0.14% (n = 360,000); AID 720709, 2013;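 note: potency is the fitted concentration of half-maximal effect; plate controls were vehicle for no effect and positive control for full effect; nearly all actives have a fitted effect of over 50% in size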
An asterisk follows results filed as active; ? = inconclusive; nt = not tested or not shown; [ ] = remark or other dose. Unless noted, calls come from the whole dose curve; as a rule, active = well fitted curve in the direction sought with a large enough effect; inconclusive = small, poorly fitted or top-dose-only effect, or another doubt; inactive = no such curve, though single readings can be large; an effect the other way counts as inactive or inconclusive. Hits appear at their usual frequency; about 4.1% have a hit in one of these screens.

SMILES	FUS suppressor	Abeta yeast res	PLK1 PBD block	IL2 activator	WRN inhibitor	EPAC1 agonist	PI5P4Ka inh	EPAC1 antag
COc1ccc(C)c2sc(=NC(=O)c3ccc(C(C)=O)cc3)n(C)c12	-35%	2%	-4%	-3.0	-6%	-4%	-1	-2%
COc1ccc(-c2cc3nc(NCCCN(C)C)n(C)c(=O)c3s2)cc1OC	-15%	-6%	6%	0.3	-4%[57.1 µM]	-7%	6	6%
CC1CCCCC1NC(=O)CSc1nnnn1-c1ccccc1 (stereo not drawn)	19%	14%	0%	-2.5	4%[57.1 µM]	-1%	0	2%
CC(C)C[C@H](NC(=O)N1CCn2c1nc1ccccc12)C(=O)NCCc1ccccc1	32%	19%	-5%	-1.7	-3%[57.1 µM]	3%	8	0%
O=C(O)CC(CC(=O)Nc1ccc(-n2ccc(C(F)(F)F)n2)cc1)c1ccccc1 (stereo not drawn)	15%	6%	1%	0.2	4%	-3%	6	3%
CCCN(CC(=O)NC(=O)NC1CCCCC1)CC(=O)Nc1cc(Cl)ccc1Cl	nt	9%	2%	-7.3	-7%	0%	3	-3%
C=COCCNC(=O)C(=O)NCC(C)C	-18%	2%	-16%	-2.1	6%	6%	-1	10%
CCOC(=O)C1=C(O)CSC1=Nc1ccccc1	-3%	7%	-1%	0.1	8%	-5%	-9	1%
Nc1nc2ccc(Cl)cc2cc1C(=O)NCCc1ccc(O)cc1	-5%	-4%	-3%	-0.2	-8%	3%	0	-24%
CCN(CC)CCN(C(=O)c1cc2c(ccc3ccccc32)oc1=O)c1nc2cc3c(cc2s1)OCCO3	?	7%	-24%	-4.1	4%	-9%	-6	-18%
CCN(Cc1ccccc1)C(=O)c1cc(S(=O)(=O)N2CCOCC2)cn1C	-14%	-7%	-13%	-3.2	1%	-3%	2	12%
CCOC(=O)C1=C(CBr)NC(=O)NC1C (stereo not drawn)	4%	-5%	-27%	3.0	-8%	14%	2	4%
COc1ccc(CCNC(=O)C/C(C)=N/NC(=O)c2ccc(Cl)cc2Cl)cc1OC	-8%	1%	0%	0.0	20%	1%	-2	2%
CCOC(=O)C1CCN(C(c2cccc(OC)c2)c2sc3nc(C)nn3c2O)CC1 (stereo not drawn)	15%	-5%	-9%	0.7	8%	-8%	-2	-6%
Cn1c(C(=O)N2CCC(C(=O)NCc3ccccc3)CC2)cc2sccc21	2%	12%	-3%	-0.5	-2%	12%	-1	6%
Cc1nc(NC(=O)COC(=O)C(NC(=O)c2ccco2)C(C)C)c(Cl)cc1Cl (stereo not drawn)	8%	19%	-5%	-0.1	2%	0%	0	-18%
COc1ccc(OC)c(NC(=O)c2cc(S(=O)(=O)N3CCCC3)cn2C)c1	-3%	4%	-18%	-2.0	-12%	-9%	8	-19%
COc1ccccc1NC1C=CS(=O)(=O)C1 (stereo not drawn)	-2%	-4%	-2%	-1.5	11%	0%	nt	8%
Cc1ccc(C(=O)N/C(=C\c2ccc(Cl)cc2)C(=O)NCC2CCCO2)cc1 (stereo not drawn)	22%	-12%	-7%	-4.1	4%	-1%	1	7%
Cc1ccnn1-c1ccc(C(=O)NCc2ccccc2CN2CCOCC2)cc1	-2%	2%	-1%	-0.7	-7%	-2%	-9	-10%
Cc1ccc(C)c(NC(=S)Nc2cccc3cnccc23)c1	17%	3%	?	1.0	-3%[11.6 µM]	3%	-2	-2%
Cn1c(=O)c2cc(NC(=S)NC3CCCCC3)ccc2n1Cc1cccc(C(F)(F)F)c1	16%	-10%	-7%	-0.5	4%	0%	3	-11%
CCOC(=O)COc1c(Br)cc(/C=C2\SC(=O)N(CC(=O)N3CCCC3)C2=O)cc1OC	6%	-16%	17µM*	-2.1	3%	1%	-10	-4%
COc1cc(CN2C[C@@H](CO)O[C@@H](n3cnc4c(NCc5ccc(F)cc5)ncnc43)C2)cc(OC)c1OC	14%	23%	-1%	0.2	3%	-3%	-2	-13%
O=C(NCc1ccccn1)c1nc(-c2ccc(C(F)(F)F)cc2)no1	33%	-20%	-11%	-2.6	-5%	-7%	1	-23%
CCc1ccc(C(C)NC(=O)c2cc(C)oc2C)cc1 (stereo not drawn)	11%	-3%	?	0.5	-5%	4%	-6	-16%
COc1ccc(-c2c3c(nc4sc5c(Cl)nc(C)nc5c24)CCC3)cc1	13%	-21%	2%	-0.5	8%	-12%	4	2%
CC(C)(C)NC(=S)N/N=C/c1cc(Br)c(O)c(Br)c1	12%	8%	?	0.2	-8%	-1%	-91*	-11%
CC(=O)Nc1ccc(Nc2ccc(N3C(=O)CCCC3=O)cc2[N+](=O)[O-])cc1	5%	-9%	2%	0.2	-2%	-8%	-4	7%
CCCCC[C@@H]1C=C(C(=O)O)[C@H](c2cccc(C)c2)N1S(=O)(=O)c1ccc(C)cc1	16%	2%	?	0.1	-1%	-15%	16	-7%
COc1cc(S(=O)(=O)NCc2ccc(F)cc2)ccc1-n1cnnn1	8%	-19%	-4%	1.6	-2%	5%	3	-5%
COc1ccc(CCC(=O)N2CCN(c3ccccc3)CC2)cc1OC	4%	-3%	-5%	-3.4	-1%	7%	-1	-29%
CNc1ccc(OC)cc1-n1cnc(-c2ccc([N+](=O)[O-])cc2)c1	-15%	9%	1%	-3.4	0%	-3%	0	5%
CCOc1cc(OCC)cc(C(=O)N2CCC[C@H]2C(=O)N2CCC[C@H]2C(=O)NCc2ccncc2)c1	-15%	-3%	-4%	0.7	8%	-6%	2	6%
CC1CCCC(NC(=O)COC(=O)c2ccc([N+](=O)[O-])o2)C1C (stereo not drawn)	-4%	-68%[inhibitor]	-30%	-0.1	2%	-1%	0	-2%
CCOc1ccc(NC(=O)CN2CCN(CC(=O)Nc3ccc(Cl)c(C(F)(F)F)c3)CC2)cc1	?	-5%	-2%	-2.9	-7%	13%	nt	-17%

Two entries from above in a different format:
| SMILES | FUS suppressor | Abeta yeast res | PLK1 PBD block | IL2 activator | WRN inhibitor | EPAC1 agonist | PI5P4Ka inh | EPAC1 antag |
| --- | --- | --- | --- | --- | --- | --- | --- | --- |
| COc1ccc(OC)c(NC(=O)c2cc(S(=O)(=O)N3CCCC3)cn2C)c1 | -3% | 4% | -18% | -2.0 | -12% | -9% | 8 | -19% |
| COc1ccccc1NC1C=CS(=O)(=O)C1 (stereo not drawn) | -2% | -4% | -2% | -1.5 | 11% | 0% | nt | 8% |

Following part.
SMILES	FUS suppressor	Abeta yeast res	PLK1 PBD block	IL2 activator	WRN inhibitor	EPAC1 agonist	PI5P4Ka inh	EPAC1 antag
Cc1ccc(S(=O)(=O)C2C(=O)NC3(C)CC2c2ccccc2O3)cc1 (stereo not drawn)	-7%	31%	-7%	-0.5	-22%[57.1 µM]	0%	0	-16%
COc1cc(-c2ccc(Nc3ccccc3C(=O)O)c(OC)c2)ccc1Nc1ccccc1C(=O)O	38%	-17%	17µM*	0.3	32µM*	-9%	-89*	79µM*
O=C(/C=C/c1ccc(F)cc1)NC(=S)NC1CCCCC1	25%	16%	5%	-0.9	-4%	-8%	-2	-1%
CN(C(=O)COC(=O)c1ccccc1SCC(=O)N1CCCC1)c1ccccc1	nt	0%	-2%	-0.4	-10%	-9%	5	1%
CCOc1ccc(CO[C@@H]2O[C@H](CO)[C@@H](O)[C@H](O)[C@H]2NC(C)=O)cc1OC	1%	-5%	4%	-0.7	7%	0%	-4	4%
Cc1ccc(S(=O)(=O)N2C[C@]3(O)C[C@@H]4C(=O)N(c5ccccc5)C(=O)[C@@H]4C[C@]3(OC(=O)NCC3CCCCC3)C2)cc1	3%	-3%	-8%	0.7	1%	-5%	6	-16%
CCN(Cc1ccccc1)C(=O)CN1C(=O)c2ccccc2C1=O	9%	-5%	-23%	-0.4	6%	0%	1	0%
CC1=C(C(N)=O)C(c2ccccn2)n2nc(-c3ccccc3Cl)nc2N1 (stereo not drawn)	3%	-12%	-9%	0.0	0%	-5%	?	-14%
CC(=O)Oc1c(Cl)cc(N(C(C)=O)S(=O)(=O)c2ccccc2)c2ccccc12	32%	12%	0%	-0.5	3%	-8%	1	-8%
COc1ccc(C(OC(=O)c2ccco2)C(=O)NC2CCCCC2)cc1 (stereo not drawn)	3%	-11%	-9%	-0.4	4%	2%	2	4%
CCOC(=O)[C@]12CCCC=C1N(Cc1ccccc1)C(=O)[C@H](CC(=O)N1CCN(C(=O)c3ccco3)CC1)C2	20%	-11%	-3%	2.7	6%	-1%	2	-9%
Cn1c(=O)n(CCCO)c(=O)c2c1nc1n2CCCN1Cc1ccccc1	0%	nt	-15%	1.6	2%	6%	5	-9%
Cn1c(NC(=O)c2cccs2)c(-c2cccs2)c(=O)c2ccccc21	21%	-3%	-5%	-1.2	-3%	-8%	nt	12%
CCc1cc(N2CCOCC2)cc2c1[nH]c1ccccc12	?	4%	24µM*	-1.6	-6%	7%	nt	-7%
CCN(CC)C(=O)Cn1cc(S(=O)(=O)CC(=O)NCc2ccccc2)c2ccccc21	10%	6%	1%	-0.1	3%	-3%	-1	0%
CC(C)(C)C1=C[C@@H](CO)C[C@@H](CO)C1	-28%	3%	-6%	1.4	4%	9%	-8	-8%
O=C(NCCCN1CCCC1=O)c1sc2ccccc2c1Cl	nt	2%	1%	-0.6	-7%	1%	5	5%
COc1ccc2cc(-c3ccccc3)c(=O)oc2c1	4%	-19%	-16%	-0.5	-6%	-22%	-13	-9%
COC(=O)C1N[C@@H]([C@@H](NC(=O)COc2ccccc2)C(=O)NC2CC2)SC1(C)C (stereo partly drawn)	11%	-9%	2%	0.3	14%	1%	0	2%
Cn1c(Sc2ccc(Cl)cc2)c(C=O)c2ccccc21	-2%	2%	-7%	0.7	-1%	3%	2	-14%
CC1Cc2ccccc2N1C(=O)COc1nc2ccccc2nc1N1CCOCC1 (stereo not drawn)	nt	-4%	2%	-2.4	-7%	1%	6	13%
CCCCc1nnc(NC(=O)c2nc3nccc(C)n3n2)s1	5%	-17%	-5%	3.0	2%	-4%	-6	4%
